Screening data (PubChem)
ROCK2 inh = blocks human Rho kinase 2 activity | purified ROCK2, Kinase-Glo ATP depletion luminescence | inhibition, % at 6 µM | actives 0.35% (n = 60,000);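 active means inhibition above the screen-wide mean inhibition plus 3 SD, cut at about 18% in these data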;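 further: plate controls were DMSO wells for no effect and Y-27632 control wells after no-enzyme background subtraction for full effect; many of its hits are not listed in these tables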
MKP-1 inh = inhibitors of human MKP-1 phosphatase | actives 0.15% (n = 65,000) | inhibition, %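 (compounds tested at a single concentration somewhere between 10 and 100 µM)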 | AID 374 | recombinant MKP-1, OMFP hydrolysis fluorescence;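 active means inhibition above about 50%, limit read from the data; inconclusive means inhibition over screen mean plus 3 SD, below that limit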;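 further: 0% = DMSO max control wells and 100% = wells with enzyme stopped by NaOH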
Target sequence (P28562 whole entry, looked up): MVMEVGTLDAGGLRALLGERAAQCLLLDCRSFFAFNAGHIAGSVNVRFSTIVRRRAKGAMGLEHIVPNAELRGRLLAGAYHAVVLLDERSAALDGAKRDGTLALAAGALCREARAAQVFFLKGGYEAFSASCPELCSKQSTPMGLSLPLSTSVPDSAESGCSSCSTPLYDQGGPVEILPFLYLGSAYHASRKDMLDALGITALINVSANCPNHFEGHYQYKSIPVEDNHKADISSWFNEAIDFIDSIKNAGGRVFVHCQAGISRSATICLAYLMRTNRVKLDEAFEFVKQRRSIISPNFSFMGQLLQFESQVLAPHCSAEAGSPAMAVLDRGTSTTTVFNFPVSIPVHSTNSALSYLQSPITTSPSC
MMP13 inh = blocks human MMP13 activity; MMP-13 fTHP FRET cleavage, Mca fluorescence; inhibition, % at 4 µM; actives 0.07% (n = 65,000); AID 570;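 active means inhibition above the mean of compound-free control plate wells plus 3 SD, cut at about 14% in these data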;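 further: 0% = DMSO wells and 100% = wells with reference MMP-13 inhibitor after basal subtraction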
HEK293 NFkB inh = inhibitors of the PMA/ionomycin-induced NF-kB reporter in HEK293 cells. HEK-293 NF-kB luciferase reporter, luminescence. inhibition, % at 3 µM. actives 0.21% (n = 62,000);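 active means inhibition above the mean of all tested compounds plus 3 SD, cut at about 40% in these data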;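 further: 0% = stimulated DMSO wells and 100% = 10 µM reference inhibitor 5653914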
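System: NF-kB luciferase reporter HEK-293 cells | Replication: Single test | Control set: DMSO vs reference inhibitor | Evaluation: % inhibition | Schedule: 1 h pretreatment, 16 h stimulation, 37 °C | Probe or stimulus: PMA with ionomycin | Compound dosing: One dose, 3 µM | Detection: Luciferase luminescence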
JNK3 inh = inhibitors of human JNK3 kinase. inhibition, % at 8 µM. P53779. purified JNK3 kinase activity, HTS. actives 0.61% (n = 60,000); in the data active means inhibition above about 17%;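 further: 0% = DMSO and 100% = reference inhibitor; many of its hits are not listed in these tables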
Target sequence (P53779 whole entry, looked up): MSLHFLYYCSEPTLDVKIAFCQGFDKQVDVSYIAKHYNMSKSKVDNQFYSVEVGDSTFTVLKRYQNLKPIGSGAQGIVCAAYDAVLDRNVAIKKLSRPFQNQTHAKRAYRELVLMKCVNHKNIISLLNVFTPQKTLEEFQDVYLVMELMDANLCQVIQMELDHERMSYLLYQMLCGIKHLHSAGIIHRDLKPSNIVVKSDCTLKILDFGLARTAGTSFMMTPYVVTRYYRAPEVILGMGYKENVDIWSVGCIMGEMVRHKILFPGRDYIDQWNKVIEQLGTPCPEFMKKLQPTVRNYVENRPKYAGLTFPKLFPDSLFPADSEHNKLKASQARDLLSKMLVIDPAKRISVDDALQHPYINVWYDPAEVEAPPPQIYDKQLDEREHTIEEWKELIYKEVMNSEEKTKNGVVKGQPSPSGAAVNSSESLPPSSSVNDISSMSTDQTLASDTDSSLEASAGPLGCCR
Jurkat tox 60K = cytotoxicity toward Jurkat cells; inhibition, % at 4 µM; actives 1.2% (n = 56,000); Jurkat E6.1 viability, ATP luminescence, 48 h; AID 463;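 active means inhibition above the mean inhibition of all tested compounds plus 3 SD, cut at about 28% in these data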
Cdc25B block = inhibitors of human Cdc25B phosphatase. P30305. recombinant Cdc25B, OMFP fluorescence Ex485/Em525. inhibition, %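 (compounds tested at 10 µM final in the well)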. actives 0.1% (n = 65,000). AID 368; in the data active means inhibition above about 50%
PKA kinase inh = PKA (human) kinase inhibition; inhibition, % at 6 µM; AID 524; P17612; actives 0.1% (n = 65,000); PKA Kemptide phosphorylation, Kinase-Glo ATP luminescence;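 active means inhibition above the screen-wide mean inhibition plus 3 SD, cut at about 21% in these data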; further: many of its hits are not listed in these tables
TNAP act mid DEA = activates human TNAP at intermediate phosphate acceptor concentration; P05186; purified TNAP, CDP-star luminescence, 100 mM DEA, 30 min; hits give high values; scale: 0 levamisole-inhibited, 1 vehicle-only enzyme; activation factor at 20 µM; 64,000 tested, under 10 active;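 active means activation factor of at least 2 at 20 µM, relative to controls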
The depositor's hits bear a star; ? = inconclusive; . = not tested or not shown; [ ] = dose if it differs, or a comment.

SMILES | ROCK2 inh | MKP-1 inh | MMP13 inh | HEK293 NFkB inh | JNK3 inh | Jurkat tox 60K | Cdc25B block | PKA kinase inh | TNAP act mid DEA
CC(=O)NC(C)c1nc2ccccc2n1C(C)C (configuration not stated) | -4 | -7 | 0 | 4 | 2 | 2 | -4 | -1 | 0.9
CCC(=O)c1ccc(OCC(O)Cn2cnc3ccccc32)cc1 (configuration not stated) | 2 | -4 | 5 | 18 | 5 | 6 | 1 | 7 | 0.8
COC(=O)c1ccccc1NC(NC(=O)c1ccco1)C(=O)c1ccc(C)cc1 (configuration not stated) | 6 | 9 | 0 | -11 | 6 | -4 | -2 | 9 | 0.9
Clc1ccc(-c2ccc(-c3nn4c(-c5ccco5)nnc4s3)o2)cc1 | 2 | ? | -26 | 4 | 9 | -1 | 43 | 7 | 0.8
CCOC(=O)c1[nH]c(=O)[nH]c1CSc1nc(C)cc(C)n1 | -8 | 6 | 1 | 17 | 0 | -1 | -6 | -1 | 0.9
O=C(O)c1cc(-c2ccccc2)n(-c2ccccc2C(=O)O)n1 | 5 | 6 | 4 | 18 | 1 | -2 | -12 | 7 | 1
COc1ccc(OC)c(NS(=O)(=O)c2ccc(SC)cc2)c1 | -4 | 8 | -2 | 12 | -3 | 78* | -6 | -1 | 1
CC(C)(C)n1nnnc1CN1C2CCC1CC(NC(=O)Nc1ccccc1)C2 (configuration not stated) | 5 | 6 | 0 | 22 | 4 | -1 | -3 | 6 | 1
CN1CC(=O)N(C)c2nc(Br)n(C)c2C1=O | 2 | 19 | 4 | 1 | 4 | -6 | 0 | 4 | 0.9
CCn1cc(Br)c(C(=O)Nc2cccc(SC)c2)n1 | 5 | -5 | 5 | -3 | 1 | 0 | -7 | 12 | 0.9
COCCCNC(=O)c1oc2ccc(S(=O)(=O)N(C)C3CCCCC3)cc2c1C | . | 8 | -2 | 12 | . | . | -15 | 6 | 0.9
Cc1cccc(C(=O)Nc2ccc(CC(=O)O)cc2)c1 | 7 | 9 | 1 | 6 | 0 | -3 | 0 | 8 | 0.9
COc1ccc(-c2nc(N3CCCC3)[nH]c(=O)c2C#N)cc1 | . | 2 | 3 | 7 | . | . | -1 | -1 | 0.9
Cc1c(C(=O)Nc2ccccc2N2CCOCC2)sc2nc3n(c(=O)c12)CCC3 | . | 10 | -2 | 12 | . | . | -16 | -4 | 1
COc1ccc2nc3oc(C(=O)N4CCN(c5cccc(Cl)c5)CC4)cc3cc2c1 | 5 | 4 | -4 | 18 | 3 | -1 | 14 | 5 | 0.9
Cc1ccc(S(=O)(=O)N(CCO)Cc2cc3ccc(C)c(C)c3[nH]c2=O)cc1 | 2 | -20 | -9 | 20 | -7 | -3 | -5 | 10 | 1
Nc1nonc1-c1noc(CCCN2C(=O)c3ccccc3C2=O)n1 | 9 | 23 | 6 | 6 | 0 | 1 | -6 | 12 | 0.9
CCc1ccc(C2C3=C(CC(C)(C)CC3=O)Nc3c2c(=O)[nH]c2nc(C)nn32)cc1 (configuration not stated) | 2 | -2 | -22 | 10 | 10 | -12 | -20 | 2 | 0.8
CCc1c(C)c2ccc(OCC(N)=O)cc2oc1=O | -2 | 7 | -80[fluorescence artefact?] | 16 | -6 | 2 | -3 | 4 | 0.9
COc1ccc(-c2nc(CSCC(=O)N3CCN(c4cccc(C)c4)C(C)C3)c(C)o2)cc1OC (configuration not stated) | 4 | 16 | -10 | 7 | 3 | 1 | -18 | 6 | 0.8
COc1cc2c(cc1OC)C(C(=O)O)C(c1cc(Br)c(O)c(OC)c1)N(C)C2=O (configuration not stated) | 4 | 5 | -1 | -14 | -5 | -11 | -9 | 3 | 0.9
CCOc1ccc(CN2CCN(c3cc(C)nc4c5c(C)cc(C)nc5nn34)CC2)cc1 | 5 | 16 | -99[fluorescence artefact?] | 12 | 5 | 4 | 13 | 11 | 1.1
CCCn1c(SCC(=O)Nc2c(CC)cccc2CC)nnc1C(C)C | -7 | -8 | 6 | 21 | -6 | 7 | 0 | -8 | 1
CCCCc1ccc(Nc2nc(CCC)cc(=O)[nH]2)cc1 | 2 | 18 | 0 | -8 | -6 | 3 | -3 | 8 | 0.9
CCOc1ccc(N(C(C)C(=O)Nc2ccc(OC)cc2)S(C)(=O)=O)cc1 (configuration not stated) | 3 | 10 | -5 | 11 | 5 | -2 | -9 | 1 | 1
Going on with the list.
SMILES | ROCK2 inh | MKP-1 inh | MMP13 inh | HEK293 NFkB inh | JNK3 inh | Jurkat tox 60K | Cdc25B block | PKA kinase inh | TNAP act mid DEA
COC(=O)c1c(C)[nH]c(C)c1-c1ccccc1Cl | -3 | 5 | -3 | 10 | 3 | 3 | 3 | 1 | 1
CC(=O)NC1(c2cccc(F)c2)CCN(CC(=O)NC2CCCCC2)CC1 | 5 | 25 | 0 | 6 | 3 | 1 | 0 | 10 | 0.9
Cn1c(-n2c(CCCN3C(=O)c4ccccc4C3=O)nc3ccccc3c2=O)nc2ccccc21 | 5 | 16 | 1 | 11 | 1 | -1 | 24 | 1 | 0.9
COCCCNC(=O)CCCn1c(=O)c2ccccc2n(CC(=O)Nc2c(C)cccc2C)c1=O | 6 | -4 | -1 | 12 | -4 | -10 | -10 | 8 | 0.9
COc1cc(C)c(C(C)C)cc1S(=O)(=O)N1CCOCC1 | 4 | 23 | 0 | 14 | 3 | -6 | -5 | 6 | 0.9
COc1ccc(S(=O)(=O)Cc2ccc(C(=O)N3CCOCC3)o2)cc1 | 2 | 4 | 3 | 0 | 8 | 2 | -5 | 1 | 0.9
COc1ccccc1N1C(=O)C2CC(C)=C(C)CC2C1=O (configuration not stated) | 6 | 2 | -6 | 0 | 1 | -9 | -8 | 2 | 0.9
O=C(CCS(=O)(=O)c1ccc(Br)cc1)N1CCN(c2ccccc2F)CC1 | -8 | -3 | 6 | 19 | -3 | 8 | 1 | -7 | 0.9
OCCOCCNc1ncnc2c1cnn2-c1ccc(Cl)cc1 | -5 | -7 | -22 | . | 1 | . | -7 | 2 | 1
CC12CCC(C(=O)NCc3ccc4c(c3)OCO4)(CC1=O)C2(C)C (configuration not stated) | 4 | -1 | -1 | 11 | -3 | 3 | -14 | 1 | 0.9
CCOc1ccccc1NC(=O)C1CCCN1C(=O)OCc1ccccc1 (configuration not stated) | 0 | 0 | 4 | 26 | -10 | 5 | 25 | -4 | 0.8
COc1ccc(-c2nc(C)sc2CC(=O)O)cc1 | 0 | -9 | -1 | 3 | -8 | 6 | 1 | 0 | 0.9
Cc1cc(NC(=O)C2CC=CCC2C(=O)O)no1 (configuration not stated) | 1 | -13 | 0 | -5 | -3 | 0 | -12 | 3 | 1
CCOn1c(=O)c(-c2cc3ccccc3o2)[n+]([O-])c2ccccc21 | 8 | 5 | 6 | -21 | -1 | 0 | -9 | 9 | 0.9
COc1ccc(Br)cc1C1SCCN1S(C)(=O)=O (configuration not stated) | -1 | -21 | -1 | 4 | -8 | 1 | -6 | 6 | 0.9
CCOc1ccc(S(=O)(=O)N(C)C)cc1-c1nc2c(C(C)(C)C)nn(C)c2c(=O)[nH]1 | 5 | -3 | -4 | . | 3 | . | 5 | 6 | 0.9
CCN1C(=O)c2ccccc2S(=O)c2ccc(C(=O)N3CCCC3)cc21 (configuration not stated) | 6 | -2 | -1 | -5 | 5 | 2 | -10 | 5 | 1
Cc1nc(N2CCN(Cc3ccc4c(c3)OCO4)CC2)nc2c1C(=O)CC(c1ccco1)C2 (configuration not stated) | 2 | -12 | 0 | 8 | -5 | -4 | -16 | -2 | 1
CC(C)Sc1nc2c(c(=O)n1C)SC(C)C2 (configuration not stated) | 5 | 5 | 3 | 19 | 1 | 1 | -5 | 3 | 1
Cc1cccc(N(C)S(=O)(=O)c2ccc3[nH]c(=O)c(=O)[nH]c3c2)c1 | 4 | 10 | 3 | 13 | 0 | 0 | -8 | 7 | 0.9
COc1cc(NS(=O)(=O)c2ccc(NC(=O)C34CC5CC(CC(C5)C3)C4)cc2)ncn1 | 6 | 11 | -11 | 4 | -3 | 2 | -10 | 12 | 0.9
Oc1c(Cl)cc(Cl)cc1CNc1ccc(Br)cn1 | -8 | -9 | -1 | . | 5 | . | -26 | 4 | 0.8
CC(C)CCSc1nc2c(c(=O)[nH]c(=O)n2C)n1CCc1ccccc1 | -1 | 19 | -13 | 6 | -8 | 2 | 7 | -2 | .
CCOc1cccc(-c2nnc3sc(-c4ccc(C)cc4)nn23)c1 | 7 | -29 | -1 | . | -3 | . | 7 | 5 | 0.9
CCOC(=O)C1=C(C)NC(SCc2cc(=O)[nH][nH]2)=C(C#N)C1c1cccs1 (configuration not stated) | 6 | 2 | 0 | 5 | 4 | -9 | -3 | 8 | 1.1
The listing continues:
SMILES | ROCK2 inh | MKP-1 inh | MMP13 inh | HEK293 NFkB inh | JNK3 inh | Jurkat tox 60K | Cdc25B block | PKA kinase inh | TNAP act mid DEA
CCOC(=O)C1=C(Nc2ccccc2)OCC1=O | -2 | 6 | 1 | 16 | 2 | 1 | -3 | -3 | 0.8
Cc1cc(NC(=O)C2COc3ccccc3O2)no1 (configuration not stated) | -1 | 5 | 5 | 1 | 4 | 0 | -11 | -1 | 1
Cc1ccc2nc(NC3=NCN(Cc4cccnc4)CN3)nc(C)c2c1 | 1 | -7 | 0 | 4 | 2 | 3 | 1 | 6 | 0.8
NS(=O)(=O)c1cc2c(cc1Cl)NCNS2(=O)=O | -3 | -21 | 7 | . | -3 | . | -7 | -10 | 0.9
CN1C2CCC1CC(OC(=O)c1c[nH]c3ccccc13)C2 (configuration not stated) | 3 | -3 | 11 | 1 | 0 | -3 | 0 | 9 | 0.9
COc1ccc(CN2CCCC(C(=O)N3CCCC3)C2)cc1 (configuration not stated) | 6 | -12 | 3 | 21 | 5 | -2 | 0 | 8 | 1
CC(=O)NC1CCN(C(=O)N2CCCC2)CC1 | -1 | -1 | -9 | -6 | 0 | -6 | -16 | 3 | 0.9
O=S(=O)(c1ccc(F)cc1)N(CCO)CC(O)Cn1c2ccccc2c2ccccc21 (configuration not stated) | . | 23 | 3 | 5 | . | . | -7 | -6 | 0.8
CCOC(=O)c1cccc(NC(=O)CSc2nnc(COc3ccc(Cl)cc3)o2)c1 | -2 | 28 | 0 | -9 | 2 | 9 | -3 | -4 | 0.9
O=C(NCN1CCc2ccccc2C1)c1ccccc1 | -2 | 1 | 3 | -6 | 1 | 3 | -13 | -4 | 0.9
O=C(CCCN1C(=O)c2ccccc2C1=O)Oc1ccc(F)cc1 | 1 | 8 | -1 | 8 | -4 | -1 | -2 | 7 | 1

A second format for some results above.
Values run as follows: ROCK2 inh	MKP-1 inh	MMP13 inh	HEK293 NFkB inh	JNK3 inh	Jurkat tox 60K	Cdc25B block	PKA kinase inh	TNAP act mid DEA
> CCOc1ccc(CN2CCN(c3cc(C)nc4c5c(C)cc(C)nc5nn34)CC2)cc1
    5	16	-99[fluorescence artefact?]	12	5	4	13	11	1.1
> CCCn1c(SCC(=O)Nc2c(CC)cccc2CC)nnc1C(C)C
    -7	-8	6	21	-6	7	0	-8	1
> CCCCc1ccc(Nc2nc(CCC)cc(=O)[nH]2)cc1
    2	18	0	-8	-6	3	-3	8	0.9
> CCOc1ccc(N(C(C)C(=O)Nc2ccc(OC)cc2)S(C)(=O)=O)cc1 (configuration not stated)
    3	10	-5	11	5	-2	-9	1	1
> COC(=O)c1c(C)[nH]c(C)c1-c1ccccc1Cl
    -3	5	-3	10	3	3	3	1	1
> CC(=O)NC1(c2cccc(F)c2)CCN(CC(=O)NC2CCCCC2)CC1
    5	25	0	6	3	1	0	10	0.9
> Cn1c(-n2c(CCCN3C(=O)c4ccccc4C3=O)nc3ccccc3c2=O)nc2ccccc21
    5	16	1	11	1	-1	24	1	0.9
